CF NFkB block = inhibitors of PAF-induced NF-kB signaling, primary screen, cell-based, GFP fluorescence, uHTS | KKLEB NF-kB-GFP reporter, GFP fluorescence overnight | inhibition, % at 5 µM | 360,000 compounds, 0.86% hits | AID 588850, 2011;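 active = at least 50% inhibition at 5 µM, scaled per plate between neutral and stimulator controls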;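 also: PAF is a Pseudomonas aeruginosa culture filtrate used as stimulus; plate controls were PAF-stimulated DMSO wells for no effect and unstimulated DMSO wells for full effect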
EBV LMP1 NFkB = EBV LMP1-driven NF-kappaB luciferase reporter inhibitors, primary screen, cell-based, luminescence, single point | LMP1-induced NF-kappaB luciferase reporter cells | inhibition, % at 12.5 µM | 350,000 compounds, 0.69% hits | AID 504558, 2011; in the data active = inhibition above about 41%;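 also: 0% = neutral control wells and 100% = reference inhibitor control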
TWEAK Fn14 block = inhibitors of TWEAK-Fn14 signaling, primary screen, luciferase reporter cells, uHTS; TWEAK-stimulated Fn14 reporter cells, luciferase luminescence, 8 h; inhibition, % at 10 µM; 360,000 compounds, 2% hits; AID 1159606, 2016; in the data active = inhibition above about 50%
TROY NFkB inh = inhibitors of TROY-driven NF-kB signaling, primary screen, Q293 LMP1-TROYcd cells, NF-kB luciferase, uHTS. AID 1347056, 2019. inhibition, % at 10 µM. Q293 LMP1-TROYcd NF-kB luciferase reporter, 4 h. 360,000 compounds, 0.98% hits;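 active = compounds whose plate-normalised and pattern-corrected inhibition of the luciferase reporter signal at the single screening dose is 50% or more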
NCOA1 inh = SRC1 coactivator transcriptional activity inhibitors, primary screen, cell-based, luminescence | Nuclear receptor coactivator 1 (Homo sapiens), Q15788 | HEK293 GAL4-SRC1 luciferase reporter | inhibition, % at 3.6 µM | 360,000 compounds, 0.12% hits;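 active = inhibition above the campaign mean plus 3 SD, with each screening campaign given its own cutoff, cut at about 60% in these data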;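 also: 0% = DMSO treated cells and 100% = gossypol at 36 µM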
NR2F2 inh = NR2F2 transcriptional activity inhibitors, primary screen, cell-based, luciferase reporter, HEK293T, luminescence | 370,000 compounds, 0.7% hits | HEK293T NGFI-A luciferase reporter | COUP transcription factor 2 (Homo sapiens), P24468 | inhibition, % at 8.6 µM;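 active = inhibition above a per-plate cutoff, mean inhibition of test wells between control levels plus 3 SD, cut at about 38% in these data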;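 also: cells cotransfected with COUP-TFII expression vector driving the NGFI-A reporter; 0% = median of COUP-TF2 test wells and 100% = reporter-only cells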
Target sequence (P24468 whole entry, looked up): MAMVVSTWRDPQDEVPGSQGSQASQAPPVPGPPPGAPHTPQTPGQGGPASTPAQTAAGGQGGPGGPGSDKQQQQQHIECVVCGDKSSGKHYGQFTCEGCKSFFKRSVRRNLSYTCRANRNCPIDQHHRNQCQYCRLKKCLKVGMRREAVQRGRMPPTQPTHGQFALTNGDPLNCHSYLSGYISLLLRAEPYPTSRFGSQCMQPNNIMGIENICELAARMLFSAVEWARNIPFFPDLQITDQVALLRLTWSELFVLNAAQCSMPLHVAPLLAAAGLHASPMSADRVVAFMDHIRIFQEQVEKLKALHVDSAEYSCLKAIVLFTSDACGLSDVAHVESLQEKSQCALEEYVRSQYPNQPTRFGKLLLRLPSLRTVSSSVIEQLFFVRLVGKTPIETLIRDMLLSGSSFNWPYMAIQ
SRC3 inh = SRC3 coactivator transcriptional activity inhibitors, primary screen, cell-based, luminescence; Nuclear receptor coactivator 3 (Homo sapiens), Q9Y6Q9; HEK293 GAL4-SRC3 luciferase reporter; inhibition, % at 3.6 µM; 360,000 compounds, 0.17% hits;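 active = inhibition above a per-campaign cutoff, the mean of all compounds plus 3 SD, cut at about 60% in these data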;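 also: 0% = DMSO-treated cells and 100% = gossypol-treated cells at 36 µM; higher means less SRC3-driven luciferase light from the GAL4 reporter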
Shn3 inh set2 = reduction of Shn3 3'UTR firefly luciferase signal, primary screen, Schnurri-3 inhibitor project, cell-based, Clone20 osteoblasts, set 2; Clone20 osteoblast Shn3 3'UTR firefly luciferase, 24 h; inhibition, % at 12.5 µM; 360,000 compounds, 0.52% hits;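 active = mean inhibition of at least 75% with every replicate also reaching 75%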;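 also: 0% = median of neutral control wells and 100% = pilot-screen positive control compound; some compounds past the cut are filed as inactive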
LRH-1 inv ag = LRH-1 (NR5A2) inverse agonists, primary screen, cell-based, luminescence, HEK293T, StAR-luciferase reporter; LRH-1 transfected, 24 h; AID 602396, 2012; inhibition, % at 3.6 µM; 360,000 compounds, 0.13% hits;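 active = inhibition above the mean inhibition of all tested compounds plus 3 SD, cut at about 73% in these data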;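 also: 0% = DMSO wells and 100% = reporter-only cells lacking LRH-1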
Target sequence (O00482 whole entry, looked up): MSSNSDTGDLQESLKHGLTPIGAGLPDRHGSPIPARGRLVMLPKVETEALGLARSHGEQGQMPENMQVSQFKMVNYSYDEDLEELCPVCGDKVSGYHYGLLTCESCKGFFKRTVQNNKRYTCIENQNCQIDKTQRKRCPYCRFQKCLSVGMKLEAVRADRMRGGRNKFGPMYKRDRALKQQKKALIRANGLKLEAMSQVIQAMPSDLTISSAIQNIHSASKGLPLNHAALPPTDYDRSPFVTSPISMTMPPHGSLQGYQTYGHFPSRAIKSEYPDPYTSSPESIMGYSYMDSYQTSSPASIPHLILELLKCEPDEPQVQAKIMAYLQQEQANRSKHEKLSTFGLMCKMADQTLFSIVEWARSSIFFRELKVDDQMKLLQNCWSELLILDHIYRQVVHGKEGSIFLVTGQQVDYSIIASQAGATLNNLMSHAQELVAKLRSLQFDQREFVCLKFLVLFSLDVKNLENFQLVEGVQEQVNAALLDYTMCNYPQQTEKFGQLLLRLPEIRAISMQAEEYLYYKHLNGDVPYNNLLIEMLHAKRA
C8 TRAIL sens = viability loss with TRAIL in NB7+C8 cells, primary screen, TRAIL sensitizer project, cell-based, ATPlite luminescence; inhibition (viability loss, TRAIL sensitization), % at 10 µM; 360,000 compounds, 1% hits; AID 624354, 2012;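 active = compounds causing at least 50% loss of cell viability in the single-dose screen, relative to plate controls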
KKLEB tox = cytotoxicity in KKLEB CF airway cells, primary screen, cytotoxicity control for CF NF-kB inhibitor project, cell-based, uHTS, fluorescence assay plates. activity change (cytotoxicity), % at 5 µM. 360,000 compounds, 0.36% hits. KKLEB CF airway cells viability, ATPlite luminescence, overnight; active compounds read low; cells stimulated with P. aeruginosa culture filtrate;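 active = corrected activity change at or below -50% at 5 µM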
Active calls of the source: *; / = no result given; & = joins results of further samples.

Every second line gives: CF NFkB block, EBV LMP1 NFkB, TWEAK Fn14 block, TROY NFkB inh, NCOA1 inh, NR2F2 inh, SRC3 inh, Shn3 inh set2, LRH-1 inv ag, C8 TRAIL sens, KKLEB tox
Cc1cnc(C)c(N2CCN(C(=O)C3CCC(=O)N(CCc4cccc(F)c4)C3)CC2)n1 (stereo not drawn)
  -7, 0, -13, 2, -7, 11, -5, -4, -5, 17, -3
Cc1cc(C(=O)N/N=C/c2cccc(OC(=O)c3cccc(Br)c3)c2)n[nH]1
  -8, -2, -37, -14, -16, -4, -5, -30, -21, 20, 6
CCC(C)Sc1cccc(-c2nc3cc(C)ccn3c2NC2CCCCC2)c1 (stereo not drawn)
  13, -6, -24&-38, -89&-24, 4, 1&0, -10, 14, 15&-39, 31&18, -10
N#CCC(=O)Nc1ccc(C(=O)OCC(=O)Nc2ccc3ccccc3c2)cc1
  16, 3, -95, 8, -34, -18, 3, -14, -6, 20, -1
CC(=O)c1ccc(OC(C)C(=O)Nc2cccc(S(=O)(=O)NCc3ccco3)c2)cc1 (stereo not drawn)
  4, -10, 4, -1, -1, 4, -7, 3, -13, -10, 8
NC(=O)CSc1cn(Cc2ccc(F)cc2)c2ccccc12
  5, 8, 11, 10, 8, -10, -1, 18, 16, -2, 10
C=CCc1cccc(/C=N/NC(=O)c2ccccc2OC)c1O
  -26, 9, -41, -24, 5, -9, 10, -17, -34, 45, 8
CN(C)c1ccc(C(=O)N2CCC2(C)C(=O)O)cc1 (stereo not drawn)
  18, /, -10, 3, -3, 0, -15, -33, -11, -1, 5
CS(=O)(=O)N(CC(=O)NC1CC2CCC1C2)c1ccc(Oc2ccccc2)cc1 (stereo not drawn)
  1, -13, 10, 1, 0, -10, 2, 8, -29, -9, -23
O=C(O)C1(C(=O)O)CCC2(CCCCC2)CC1
  32, -1, 5, -4, 12, 1, 0, 3, -14, -3, -8
COC(=O)c1ccccc1NC(=O)c1ccc(COc2ccc3c(c2)CCC3)cc1
  -11, -4, -14, -35, -33, -1, 1, -7, -57, 10, 4
C=C(C)Cn1c(SCC(=O)N/N=C/c2cccc(O)c2)nc2ccccc2c1=O
  -5, 7, -5, 4, 8, 26, 14, -23, 12, 15, -3
CC(=O)c1cccc(NC(=O)COc2cc(C)on2)c1
  -12, 1, -13, -15, -18, -15, -44, -4, 3, -5, 18
COc1ccc(NC(=O)CCc2nnc3ccc(N4CCC(C)CC4)nn23)cc1
  -1, 0, -33, -24, 11, -6, -9, -8, 2, -11, 2
C#CCOCCOCCOCCNc1nc(N2CCN(C(=O)[C@H](C)n3cc(CCC(=O)O)nn3)CC2)nc(N2CCN(C(=O)[C@H](CCCCN)n3cc(CCCC)nn3)CC2)n1
  -19, 0, 6, 7, -1, 14, -14, -4, -1, -14, -5
O=C(NCCCc1ccncc1)C1CCC(=O)N(Cc2cccc(F)c2)C1 (stereo not drawn)
  -10, 0, 2, 9, 15, -8, 16, 3, 6, -24, 8
CCOC(=O)C1CCCN(C(=O)c2ccc3c(c2)C(C)(C)CCC3(C)C)CC1 (stereo not drawn)
  4, /, 27, 21, 19, 26, 14, 45, 1, 16, -6
O=C(CCS(=O)(=O)c1ccc(Cl)cc1)N1CCN(S(=O)(=O)c2cccs2)CC1
  3, 3, -28, 3, 6, 1, 8, 8, -5, -6, 5
C(C#CCN1CCOCC1)#CCN1CCOCC1
  8, 4, 20, -8, 2, 2, 4, 0, 2, -12, -11
O=C(Nc1nc(-c2ccccn2)cs1)c1cc(S(=O)(=O)N2CCOCC2)ccc1F
  -8, 19, -18, 1, 2, 14, 17, 40, -20, 14, -4
C=CCOc1ccc(/C=C\c2nc(O)c([N+](=O)[O-])c(=O)[nH]2)cc1OCC
  4, 2, -5, -4, -7, 1, 9, -6, -3, 2, 5
C=CCOc1c(Br)cc(/C=N/n2c(CC)n[nH]c2=S)cc1Br
  22, 9, -1, -16, 9, -13, -2, 1, 9, 7, -20
CCOC(=O)C1CCCN(C(=O)c2cc(Nc3ccc(OC)cc3)nc3ccccc23)C1 (stereo not drawn)
  -2, -24, 1, -8, -17, 2, 9, 17, 8, 12, -36
COc1ccc(C(C)=O)cc1COC(=O)[C@H](Cc1ccccc1)NC(=O)c1ccco1
  5, 4, -4, 3, 5, 11, 17, -17, 5, 2, -6
O=C(CN1C(=O)N/C(=C\c2ccccc2OCc2ccc(C(=O)O)cc2)C1=O)Nc1ccc(F)cc1
  24, 2, 5, -11, -1, -5, -1, 8, -1, -11, -3
O=C(CN1CCOCC1)NNC(=O)c1ccc([N+](=O)[O-])cc1
  24, -6, -17, -22, -7, 1, 9, -11, -15, 6, -7
Cc1cc(C)cc(C(=O)N2CCN=C2SCc2ccc([N+](=O)[O-])cc2)c1
  9, -2, 4, 24, -2, 5, 8, 1, 11, 0, -1
CCCN1CCN(C(=O)Cn2cnc3sc(C)c(S(=O)(=O)N4CCC(C)CC4)c3c2=O)CC1
  1, -7, -10, 5, 3, -5, 18, -14, 10, -15, 8
Cc1ccc2oc(=O)cc(/C=C/c3ccccc3)c2c1
  -21, 6, 6, -27, 1, -19, 13, -14, 1, 0, 11
CCC(Sc1nc2ccc(C)cc2[nH]1)C(=O)O (stereo not drawn)
  2, -4, -7, -8, -1, 5, 5, -7, 0, -8, 5
CC(=O)Nc1ccc(NC(=O)C(C)OC(=O)CCc2nc3ccccc3s2)cc1 (stereo not drawn)
  18, -4, 11, 6, -10, 4, 8, 4, 25, -8, -1
Cc1ccc(NC(=O)CSc2nnc(-c3ccc(S(=O)(=O)N4CCCC4)cc3)o2)cc1C
  -4, -4, -34, 6, 3, 0, -20, 14, -17, 4, 4
COc1ccc(S(=O)(=O)N2CCCCC2)cc1NC(=O)Cc1ccsc1
  -7, 5, 6, 19, 0, -9, 5, 4, -11, 12, 4
CN1CCN(C(=O)c2cc(=O)c3cc(Cl)ccc3o2)CC1
  18, 8, 0, -4, -17, 9, -8, 5, -7, 12, 1
O=C(NCCc1ccc(Cl)cc1)c1cccc(N2CCCC2=O)c1
  -11, -9, -21, -29, -55, /, -51, -68, -36, 10, 9
Cc1ccccc1-c1csc(C(O)c2ccccc2)n1 (stereo not drawn)
  -7, /, -1, -52, -17, -26, -13, -8, -6, -5, -14
O=c1nc(N/N=C/C=C/c2ccccc2)cn[nH]1
  -1, 47*, 70*, 41, -97, -16, -80, 8, -91, 13, 3
COc1ccc(C(=O)N[C@H](C(=O)Nc2nc3c(s2)CCCC3)C(C)C)cc1
  -17, -21, -23, -40, -76, -8, -71, -25, -86, -15, 2
CC1(C)CC(=O)c2cc(C(=O)N3CCCC(C)(C)C3)c(=O)n(-c3ccccc3)c2C1
  7, 4, -3, -4, 3, -12, 23, 2, -19, 17, 0
Cc1[nH]n(-c2ccccc2)c(=O)c1C=NC1CCCCCC1
  -3, -9, -33, -55, -24, -10, -27, -11, -21, -1, -7
CC(C)NC(=O)c1onc(CSc2ccc(Cl)cc2)c1C(=O)O
  -17, -5, -58, -3, -15, 2, -5, 1, 9, 7, 6
CCN(c1ccccc1)S(=O)(=O)c1ccc(Cl)c(C(=O)NC2CCN(Cc3ccccc3)CC2)c1
  -23, 15, 12, 15, 8, 34, 25, 25, 8, -6, 1
COc1ccccc1CNC(=O)CCNC(=O)c1ccco1
  -4, -3, 0, 7, -3, 12, 6, 5, -6, 17, -7
CNC(=O)c1sccc1S(=O)(=O)Cc1c(Cl)cccc1Cl
  0, -3, 14, 11, -9, -15, -3, -8, -14, -12, -2
COc1ccccc1CCNC(=O)C1CCC(=O)N(Cc2cccc(F)c2)C1 (stereo not drawn)
  -38, -18, -20, -42, -23, -18, -35, -17, -52, -15, 8
CSc1ccc(CN2CCSCC2)cc1
  -12, 4, -4, -12, -33, 16, -13, 10, 1, -9, 1
O=[N+]([O-])c1ccccc1C=NNC(=S)NN=Cc1ccccc1[N+](=O)[O-]
  28, -21, -1, -49, -10, -20, -32, -31, -23, 6, -30
Cc1c(-c2nnc(-c3ccc(C(F)(F)F)cc3)o2)cnn1-c1ccccc1
  -11, -14, 0, -50, 1, 4, 15, -15, 8, 7, 2
O=C(Nc1cccc(-n2cnnn2)c1)c1ccccc1Br
  6, -4, 10, -1, 10, -5, 5, -19, -3, -19, -3
COC(=O)c1cc(C#N)c(N2CCOCC2)nc1C
  6, -1, -15, 10, -8, 6, -11, -1, 15, 7, -4
Cc1ccc(NC(=O)COc2cccc3ccc(C)nc23)c(Br)c1
  -3, -9, -24, -11, -25, -7, 3, -24, 8, 4, -6
COc1ccc(S(=O)(=O)N(C)C[C@H]2OCc3cnnn3CCCC(=O)N([C@H](C)CO)C[C@H]2C)cc1
  -20, 2, 11, -8, -7, 2, -8, -8, -32, -12, 2
Cc1ccc(C(=O)C(C)OC(=O)C2=COCCO2)cc1C (stereo not drawn)
  8, -5, 4, 17, -5, -9, 7, -26, 9, 2, -7
CC(C)(C)C(=O)NC(=S)N1CCc2ccccc21
  4, -10, -21, -5, -12, -14, -5, -1, 16, 5, -5
Cc1nn(-c2ccccc2)c2c1C(O)n1c(nc3ccccc31)S2 (stereo not drawn)
  -3, -2, 33, 9, 11, -2, 14, 6, 22, 22, -4
COc1cc(C(F)(F)F)ccc1C(=O)NCCc1ccco1
  0, -23, 10, -42, -65, 5, -88, -82, -93, 20, -20
N/C(=N\OC(=O)Cc1ccc(Cl)cc1)c1ccccn1
  -12, -25, -21, -40, -83, -36, -42, -81, -55, 10, 4
N#Cc1cccc(NC(=O)CCNS(=O)(=O)c2ccc3[nH]c(=O)oc3c2)c1
  -5, /, -32, -7, 2, /, 21, -11, 6, 8, 2
NC(=O)c1oc2ccccc2c1NC(=O)c1ccccc1
  -14, -2, -9, 5, -25, -14, 16, 1, 5, -1, 6
CN1CCc2c(sc(NC(=O)C3CCN(S(=O)(=O)c4cccs4)CC3)c2C(N)=O)C1
  -12, -4, 6, -52, 7, -14, 25, 2, -4, 1, -3
Cc1sc(NC(=O)c2cc(-c3ccc(Cl)cc3)nc3ccccc23)c(C(N)=O)c1C
  7, 4, 4, 1, -4, 2, -22, 19, -8, 11, -3
COc1ccc(OC)c(NC(=O)CSc2nc(-c3ccccc3)cc(=O)[nH]2)c1
  -8, 0, -5, 0, -10, -11, -8, -2, 14, -12, 8
COc1ccc(CCNC(=O)COC(=O)Cc2cccc(F)c2)cc1
  -8, -3, -1, -23, -4, -1, -7, -3, 9, -17, 20

From PubChem BioAssay

Some of the compounds tested; rates above refer to the full screens.
